# Screening results from PubChem.
# CHO parental Ca – counter-screen for OX1R antagonists: effect in parental CHO cells. inhibition, % at 5.6 µM. 330,000 compounds, 0.63% hits. AID 463079. parental CHO-K1, ATP-induced calcium, Fluo-8 fluorescence;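 active = inhibition above that plate's mean sample inhibition plus 3 SD, cut at about 26% in these data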;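 also: 0% = ATP-challenged DMSO wells and 100% = DMSO wells without ATP; some compounds past the cut are filed as inactive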
#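 Test system: parental CHO cells; detection: calcium-sensitive Fluo-8 fluorescence; evaluation: percent inhibition of calcium signal; also added: ATP as calcium-mobilizing challenge; repeats: one well per compound; control set: ATP-challenged DMSO wells low, unchallenged DMSO wells high; compound: single nominal dose of 5.6 µM per compound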
# TAAR1 agonist – agonists of human TAAR1 | CHO RD-HGA16 TAAR1, Fluo-8 calcium fluorescence; vehicle wells 0%, saturating PEA agonist 100% | activation, % at 3 µM | 360,000 compounds, 0.99% hits | AID 624467;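 active = activation above the mean activation of all test compounds in the run plus 3 SD, cut at about 38% in these data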
# Target sequence (Q96RJ0 whole entry, looked up): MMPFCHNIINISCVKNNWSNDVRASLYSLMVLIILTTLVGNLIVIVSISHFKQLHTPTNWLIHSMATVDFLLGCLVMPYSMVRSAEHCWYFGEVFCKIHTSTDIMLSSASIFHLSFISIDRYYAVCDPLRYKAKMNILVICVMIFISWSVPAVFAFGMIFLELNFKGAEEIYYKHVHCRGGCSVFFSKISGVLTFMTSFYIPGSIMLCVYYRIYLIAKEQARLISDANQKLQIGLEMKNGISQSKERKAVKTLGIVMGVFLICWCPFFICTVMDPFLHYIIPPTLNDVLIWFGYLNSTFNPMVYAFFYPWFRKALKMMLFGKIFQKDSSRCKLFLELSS
#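 Assay system: CHO-derived RD-HGA16 cells with stable Gα16 and human TAAR1; timing: 17-24 h seeding, 75 min 37 °C dye, 30 min RT; read-out: % activation from peak over basal fluorescence ratio, DMSO-to-PEA scaled; measured by: kinetic Fluo-8 calcium fluorescence; benchmarks: low control DMSO, high control PEA (EC100); doses: 3 µM single concentration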
# CHO-K1 Ca PAM – counter-screen for M1 PAMs: effect in parental CHO-K1 cells; 360,000 compounds, 0.02% hits; activation, % at 3 µM; ATP EC20, Fluo-8 calcium fluorescence; 0% at ATP EC20, 100% at ATP max;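 active = activation above the run cutoff, the mean activation of all test compounds plus 3 SD, cut at about 40% in these data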;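 also: peak over basal fluorescence ratio in a 140 s read after ATP addition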
# OXTR potentiator – potentiates the human oxytocin receptor response; P30559; CHO-OTR cells, Fluo-8 calcium fluorescence, potentiator mode; 0% = oxytocin EC15, 100% = EC100; activation, % at 3 µM; 320,000 compounds, 0.061% hits;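 active = activation above that plate's cutoff, the mean activation of tested compounds plus 3 SD, cut at about 6.6% in these data, passing the limit was not always enough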;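 also: 100% uses oxytocin at 75 nM as the full agonist control; some results filed as inactive read as strong as hits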
#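 assay system = CHO-OTR cells, human receptor | schedule = compound 6 min at room temperature before oxytocin, 100 s read | detection = Fluo-8 intracellular calcium fluorescence, ex 470-495, em 515-575 nm | evaluation = normalized max/min fluorescence ratio, % activation | control set = EC15 oxytocin alone as 0%, 75 nM oxytocin (EC100) as 100%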
# M1 ag parental – counter-screen for M1 agonists: effect in parental CHO-K1 cells; AID 602248; activation, % at 3 µM; Fluo-8 calcium fluorescence; scaled to maximal ATP response, vehicle zero; 360,000 compounds, 0.48% hits; in the data active = activation above about 15%;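 also: untransfected CHO-K1 host cells lacking M1 receptor as counterscreen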
# TAAR1 antag – antagonists of human TAAR1. inhibition, % at 3 µM. Q96RJ0. 360,000 compounds, 1.5% hits. CHO RD-HGA16 TAAR1, Fluo-8 calcium fluorescence, antagonist;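 active = inhibition above a per-plate cutoff, the mean inhibition of test compounds on that plate plus 3 SD, cut at about 49% in these data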;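 also: 0% = DMSO plus EC80 beta-PEA response and 100% = DMSO alone without agonist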
#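 System: RD-HGA16 CHO cells with stable hTAAR1 and Gα16 | Probe or stimulus: EC80 β-phenethylamine stimulus | Dosing: 3 µM, single point | Times: Dye loading 75 min at 37 °C, then 30 min room temperature | Measured by: Fluo-8 calcium-sensitive fluorescence | Read-out basis: % inhibition of agonist calcium response | Replicates: n of 1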
# M1 ag – human M1 muscarinic receptor agonism; P11229; 360,000 compounds, 0.33% hits; activation, % at 3 µM; CHO-K1 hM1, Fluo-8 calcium fluorescence, agonist mode; 0% DMSO, 100% acetylcholine EC100;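 active = activation above the run's mean compound activation plus 3 SD, cut at about 16% in these data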;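 also: peak over basal fluorescence ratio within a 140 s kinetic read after compound addition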
# Target sequence (P11229 whole entry, looked up): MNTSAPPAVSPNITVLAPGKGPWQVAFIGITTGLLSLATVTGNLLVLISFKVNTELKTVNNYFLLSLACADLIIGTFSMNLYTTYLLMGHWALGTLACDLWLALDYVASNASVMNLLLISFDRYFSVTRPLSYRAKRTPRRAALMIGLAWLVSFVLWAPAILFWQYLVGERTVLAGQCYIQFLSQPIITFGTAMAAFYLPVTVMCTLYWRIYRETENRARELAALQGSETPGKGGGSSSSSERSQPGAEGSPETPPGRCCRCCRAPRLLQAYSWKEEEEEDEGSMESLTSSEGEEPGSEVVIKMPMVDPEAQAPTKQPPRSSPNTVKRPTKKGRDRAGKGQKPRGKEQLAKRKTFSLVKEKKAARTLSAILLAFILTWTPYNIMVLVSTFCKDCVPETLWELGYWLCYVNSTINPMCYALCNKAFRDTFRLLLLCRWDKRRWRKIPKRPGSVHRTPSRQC
# CHO-K1 Ca antag – M1 antagonist counterscreen hit in parental CHO-K1 cells. 360,000 compounds, 0.6% hits. inhibition, % at 3 µM. ATP-induced calcium, Fluo-8 fluorescence;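 active = inhibition above a per-plate cutoff, the plate's mean sample inhibition plus 3 SD, cut at about 24% in these data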;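 also: 0% = DMSO plus EC80 ATP and 100% = DMSO alone without ATP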
# V1aR counter – V1a receptor agonism, counter-screen for OXTR agonists. P37288. 320,000 compounds, 0.25% hits. AID 2797. CHO-V1R cells, Fluo-8 calcium fluorescence, agonist mode; 0% DMSO, 100% 3 nM vasopressin. activation, % at 3 µM;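 active = activation above the mean activation of all tested compounds plus 3 SD, per screening run, cut at about 20% in these data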;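 also: signal is peak over basal fluorescence ratio across a 100 second FLIPR read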
# * hit, by the source's call; . = not tested or not shown.
# Every second line gives: CHO parental Ca	TAAR1 agonist	CHO-K1 Ca PAM	OXTR potentiator	M1 ag parental	TAAR1 antag	M1 ag	CHO-K1 Ca antag	V1aR counter
- O=C(O)CNCC1COc2ccccc2O1 (stereo unspecified)
 : 11	7	-7	9	-0.2	16	-2	19	0.1
- CC(C)c1cc(C(C)C)c(S(=O)(=O)NNC(=O)c2ccncc2)c(C(C)C)c1
 : -8	-4	20	-8	0.4	-7	-9	-14	-0.7
- COC(=O)c1ccc(/C=N/NC(=O)CCSc2nc3ccccc3s2)cc1
 : -8	6	.	6	.	0	.	.	-1.0
- O=C(NCC1OCCc2ccccc21)c1cc(COc2ccc(F)cc2Cl)on1 (stereo unspecified)
 : -11	2	24	-18	1.1	17	-9	-3	-0.5
- COc1ccc(N2C(=O)CC(SC(C)C)C2=O)cc1 (stereo unspecified)
 : -4	9	14	-3	-0.5	4	-1	-8	-0.2
- Cc1cc(C(=O)OCC(=O)NCc2ccc3c(c2)OCO3)c2ccccc2n1
 : -10	2	3	-21	2.1	14	-5	-12	0.6
- COc1cc(CN2CCNC(=O)C2CC(=O)N(C)CCC2CCOCC2)cc(OC)c1 (stereo unspecified)
 : -24	0	15	-10	-0.4	0	-1	4	0.4
- CCN(CC)C(=O)C1=C(C)N(Cc2ccc(C(C)(C)C)cc2)C(=O)C(CC(=O)NCc2cccs2)C1 (stereo unspecified)
 : .	4	7	.	0.9	6	-5	-8	.
- Cc1cc(C)c(C)c(S(=O)(=O)N2CCN(C(=O)CNC(=O)c3ccco3)CC2)c1C
 : -20	-1	5	-2	0.1	-27	0	-21	0.5
- COc1ccc(N2CCN(C(=O)C3CCCN(S(=O)(=O)c4ccc(F)cc4)C3)CC2)cc1 (stereo unspecified)
 : -10	1	8	-13	5.8	-25	-2	-9	6.3
- Cc1sc2ncnc(SCC(=O)Nc3cccc(S(N)(=O)=O)c3)c2c1C
 : -11	5	10	-3	0.8	-11	-1	-15	0.2
- COc1nc(-c2ccccc2)c2cc(C)ccc2n1
 : -4	1	14	-1	0.6	-26	-5	-5	-0.4
- Cc1ccc(C(=O)NCC(=O)OCC(=O)/C=C2\N(C)c3ccccc3C2(C)C)cc1C
 : -15	3	22	-11	7.8	58*	-4	-8	1.7
- Oc1ccc(-c2cn3ccccc3n2)cc1
 : -6	0	19	-7	0.8	1	-6	-13	0.0
- Cc1ccc(C(C[N+](=O)[O-])c2c(C)[nH]n(-c3ccccc3)c2=O)cc1 (stereo unspecified)
 : -14	0	16	0	1.1	2	-5	-8	-0.7
- Cc1occc1C(=O)N(C)CC1CCCN(CCc2ccccc2F)C1 (stereo unspecified)
 : -13	1	2	-6	-0.2	-18	-5	1	-0.8
- O=C(COC(=O)c1cc([N+](=O)[O-])ccc1N1CCOCC1)Nc1c(Cl)cccc1C(F)(F)F
 : -10	0	8	-1	5.2	-16	0	5	0.1
- COc1ccc(N2CCN(C(=O)c3ccc4c(c3)NC(=O)C(CSCc3ccccc3F)N4)CC2)cc1 (stereo unspecified)
 : .	0	11	.	0.0	-11	-5	0	.
- Cc1ccc2nc(NC(=S)NC(=O)c3ccco3)sc2c1
 : -14	2	-9	6	-0.2	6	5	17	1.6
- N#CC1(NC(=O)COC(=O)c2cc([N+](=O)[O-])ccc2N2CCOCC2)CCCCC1
 : -6	1	14	-7	0.2	-6	-2	-4	-0.7
- CCN(C(=O)CSc1nc2ccccc2o1)c1c(N)n(Cc2ccccc2)c(=O)[nH]c1=O
 : 0	1	-1	8	1.1	-3	-2	1	-0.1
- Cc1nn(C)c(C)c1S(=O)(=O)N(CC(=O)N1CCc2ccccc2C1)c1ccc(C(C)C)cc1
 : -8	2	-5	-9	0.0	42	-2	-7	-1.2
- CCOc1ccc(NC(=O)COC(=O)c2ccc3c(c2)OCCO3)cc1
 : -9	29	-1	0	0.4	21	-5	-7	1.2
- Cc1cc2nc(Sc3c([N+](=O)[O-])nc(C)n3Cc3ccccc3)[nH]c2cc1C
 : -10	2	11	-4	-0.7	-17	-7	-10	-1.6
- CCOC(=O)c1ccc(NC(=O)N2CCN(c3ccccn3)CC2)cc1
 : -20	5	-5	-9	2.3	23	-3	12	2.0
- COC1(NS(=O)(=O)c2ccc(Br)cc2)C(C)=CC(=O)C=C1C
 : -8	11	3	1	0.0	-8	-6	-3	0.2
- CC(C)NC(=O)NC(=O)CSc1nnc(-c2c[nH]c3ccccc23)o1
 : -10	5	9	-11	1.2	-18	3	9	4.9
- O=C(Nc1ccccn1)c1ccc(Cl)s1
 : 11	0	0	-5	0.3	-6	-3	-5	-0.9
- CCNC(=O)NC(=O)C(C)Sc1nc2ccccc2n1CC(C)C (stereo unspecified)
 : -33	1	1	1	-0.1	-15	-5	6	-0.9
- COc1ccc(C2CC(c3ccc4ccccc4c3)=NN2C(=O)CN2C(=O)CCC2=O)cc1 (stereo unspecified)
 : -14	15	-25	-6	0.0	27	-5	12	5.5
- C[C@H](CO)N1C[C@H](C)[C@@H](CN(C)S(=O)(=O)c2cn(C)cn2)Oc2ccc(NC(=O)Cn3cnnn3)cc2C1=O
 : 12	0	-9	-4	0.0	3	-1	-2	1.8
- CNc1ccc(Br)cc(C(=O)/C=C/c2cccc(Cl)c2Cl)c1=O
 : .	15	17	.	0.9	3	3	-6	.
- O=C(NCCc1ccccn1)C(F)(F)C(F)(F)C(F)(F)C(F)(F)C(F)(F)C(F)(F)C(F)(F)C(F)F
 : -4	41*	-4	1	0.0	-1	-6	1	-0.5
- CC(=O)Nc1ccc(C(=O)Nc2nc(-c3cccnc3)cs2)cc1
 : -15	9	-6	-16	2.3	2	-3	-10	0.8
- O=[N+]([O-])c1ccccc1/C=C/CN1CCC(O)CC1
 : .	3	27	.	3.3	-2	-7	-12	.
- O=[N+]([O-])c1ccc(/C=N\N2CCN(Cc3ccccc3Cl)CC2)cc1
 : .	0	23	.	1.2	5	-5	-9	.
- COc1ccc(NC(=O)Cn2cnc3c(cnn3-c3ccc(C)c(C)c3)c2=O)c(OC)c1
 : -21	13	21	-3	-0.1	-2	-4	-21	0.2
- CC(C)C(NC(=O)c1c(F)cccc1F)C(=O)NNC(=O)c1ccccc1 (stereo unspecified)
 : -1	1	1	0	0.6	-11	-3	-6	-0.5
- COc1cc([N+](=O)[O-])ccc1NC(=O)Cc1ccc(C)cc1
 : -13	-2	-2	-10	-0.5	-7	-10	0	0.1
- Cc1cc(NC(=O)C(C)SCC(=O)Nc2ccccc2N2CCCCC2)no1 (stereo unspecified)
 : -19	-1	-12	-6	2.0	9	-5	-11	-1.5
- CCn1c(C)cc2c(c1=O)C(c1ccc3c(c1)OCO3)C(C#N)=C(N)O2 (stereo unspecified)
 : -11	16	0	-3	0.0	10	-15	-2	0.3
- CCOC(=O)N1CCN(Cc2nc(C3CC3)no2)CC1
 : -2	13	8	-2	0.1	-1	-5	0	0.5
- COc1ccc(OC)c(/C=N/Nc2cc(C)nc(N3CCOCC3)n2)c1
 : -16	3	-3	-4	2.4	19	-3	-3	-1.0
- CC1CCCC(C)N1C(=O)c1ccccc1Nc1ccc(SC(F)F)cc1 (stereo unspecified)
 : -31	6	6	-17	0.0	8	-1	-5	-0.7
- CCC(C)NCC(=O)Nc1ccc(S(N)(=O)=O)cc1 (stereo unspecified)
 : 11	0	11	-4	3.4	0	-6	3	-0.2
- N#Cc1ccccc1COc1ccc(/C=C/C(=O)O)cc1
 : -2	7	19	-7	1.2	0	-2	-3	1.9
- CN(c1ccccc1)S(=O)(=O)c1cccc(NC(=O)C2CC(=O)N(Cc3ccccc3)C2)c1 (stereo unspecified)
 : -11	3	-21	-2	1.9	4	-4	13	1.9
- CCOC(=O)c1ccc(NC(=O)c2ccc(NC(=O)c3ccccc3)cc2)cc1
 : -10	-2	1	0	-0.1	17	-3	-16	0.3
- O=C(NCCCn1ccnc1)c1ccc(COc2ccccc2)o1
 : -2	8	22	-3	2.5	-46	-7	-7	1.5
- CC(Nc1cc(C)cc(C)c1)=[N+](C)CCNS(=O)(=O)c1ccc(Cl)cc1
 : 12	4	-7	-5	1.0	5	-4	3	-1.1
- CCC(=O)c1c[nH]c(C(=O)NCc2cccc(C(F)(F)F)c2)c1
 : -6	0	-8	-8	2.5	-14	-1	-9	7.2
- COc1cccc(CCNC(=O)CCc2nnc(-c3ccc4c(c3)OCO4)o2)c1
 : -14	2	11	-5	1.4	-1	-3	-21	1.7
- COc1cccc(-c2nc(CS(=O)(=O)CC(=O)NCc3ccc4c(c3)OCO4)c(C)o2)c1
 : -19	9	6	-9	2.2	-12	0	-15	4.7
- O=C(CSc1nnc(-c2ccco2)o1)c1ccc(O)cc1O
 : -1	4	7	-3	0.0	-7	-1	-6	3.9
- CC1CC(C)CN(S(=O)(=O)c2ccc(C(=O)N3CCCC3)cc2)C1 (stereo unspecified)
 : -3	-1	7	3	0.3	-7	-2	11	0.8
- O=C(COc1ccccc1)Nc1cc2c3c(c1)CC(=O)N3CCC2
 : -20	2	19	-4	0.7	2	-3	-8	3.7
- CC1(C)O[C@@H]2[C@H](O1)[C@@H](COS(=O)(=O)O)O[C@H]2n1cnc2c(=O)[nH]cnc21
 : -7	2	15	-2	0.7	-6	-3	-7	1.1
- Cc1ccc(-c2nc(-c3ccncc3)no2)c(C)c1
 : -24	0	16	0	-0.3	-19	-7	-13	0.2
- Cc1cccc(C)c1N1CCN(c2cc(Cl)nc(N)n2)CC1
 : 0	5	-4	-13	-0.4	-1	-3	-7	0.3
- O=C(CCN1C(=O)/C(=C/c2ccccc2)SC1=S)Nc1ccccn1
 : -21	2	27	4	2.5	-5	0	-9	6.3

# Part of the list above in order of formula weight, falling:
# Every second line gives: CHO parental Ca	TAAR1 agonist	CHO-K1 Ca PAM	OXTR potentiator	M1 ag parental	TAAR1 antag	M1 ag	CHO-K1 Ca antag	V1aR counter
- COc1cccc(CCNC(=O)CCc2nnc(-c3ccc4c(c3)OCO4)o2)c1
 : -14	2	11	-5	1.4	-1	-3	-21	1.7
- CC(C)C(NC(=O)c1c(F)cccc1F)C(=O)NNC(=O)c1ccccc1 (stereo unspecified)
 : -1	1	1	0	0.6	-11	-3	-6	-0.5
- O=[N+]([O-])c1ccc(/C=N\N2CCN(Cc3ccccc3Cl)CC2)cc1
 : .	0	23	.	1.2	5	-5	-9	.

# Compounds as they come; any-hit rate near 3.3%.
